TexasRed fluor: alters Texas Red total fluorescence, flagging assay interference; TRb/SRC2 Texas Red total fluorescence interference; Potency, µM (top dose mostly 106 µM), for inactives: top-dose fluorescence change, negative = quenching; 0.29% of 280,000 active; active = well fitted curve in either direction with a large enough effect; inconclusive = small, poorly fitted or top-dose-only effect
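Human TRβ ligand-binding domain (0.6 uM) and Texas Red SRC2 peptide (20 nM) in Tris buffer with 1 uM T3 and 5% DMSO were incubated with pinned compound for 5 hr at ambient temperature. Total fluorescence was computed as S + 2P (555/632 nm).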
aGal spleen mod: alpha-galactosidase A (human) modulation; human spleen homogenate, 4MU-alpha-Gal fluorescence, 40 min; Potency, µM (titrated, usually from 80 µM), for the others: top-dose activity change, negative = inhibition, actives largely listed as inhibitors; P06280; 0.008% of 240,000 active;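 also: 0% = enzyme with vehicle and -100% = no enzyme basal signal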
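qHTS titration in buffer at pH 5.0. Alpha-galactosidase activity in spleen homogenate was measured via 4-methylumbelliferone release from 1 mM fluorogenic substrate after 40 min at 37C and a pH 10 stop. AC50 came from Hill fits of control-normalized data.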
Tau ThT inhib: tau fibrillization inhibition (ThT binding); Potency, µM (titrated, usually from 57.4 µM), for the others: at the highest dose activity, negative = inhibition, most hits filed as inhibitors; recombinant tau K18 P301L, heparin-induced fibrillization, ThT fluorescence; AID 1460; P10636; 2.1% of 270,000 active; also: nearly all actives have a fitted effect of over 55% in size
Target sequence (P10636 561-689 P618L limits assumed): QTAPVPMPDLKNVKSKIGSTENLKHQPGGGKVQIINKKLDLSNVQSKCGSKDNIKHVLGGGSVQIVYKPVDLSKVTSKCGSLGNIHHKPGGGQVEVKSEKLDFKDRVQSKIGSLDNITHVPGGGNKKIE
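Using a mix of unlabeled (15 uM) and Alexa 594-labeled (0.24 uM) tau K18 P301L, heparin-triggered fibrillization over 6 hr at 37 C was scored by ThT fluorescence.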
L3MBTL1 block: L3MBTL1 (human) inhibition; AlphaScreen L3MBTL1–H3K9me1 peptide binding; Potency, µM (titrated, usually from 57.1 µM), without a hit: top-dose activity, negative = inhibition, actives largely listed as inhibitors; AID 485360; 0.66% of 230,000 active; Q9Y468; also: nearly all actives have a fitted effect of over 60% in size
Target sequence (Q9Y468 whole entry, looked up): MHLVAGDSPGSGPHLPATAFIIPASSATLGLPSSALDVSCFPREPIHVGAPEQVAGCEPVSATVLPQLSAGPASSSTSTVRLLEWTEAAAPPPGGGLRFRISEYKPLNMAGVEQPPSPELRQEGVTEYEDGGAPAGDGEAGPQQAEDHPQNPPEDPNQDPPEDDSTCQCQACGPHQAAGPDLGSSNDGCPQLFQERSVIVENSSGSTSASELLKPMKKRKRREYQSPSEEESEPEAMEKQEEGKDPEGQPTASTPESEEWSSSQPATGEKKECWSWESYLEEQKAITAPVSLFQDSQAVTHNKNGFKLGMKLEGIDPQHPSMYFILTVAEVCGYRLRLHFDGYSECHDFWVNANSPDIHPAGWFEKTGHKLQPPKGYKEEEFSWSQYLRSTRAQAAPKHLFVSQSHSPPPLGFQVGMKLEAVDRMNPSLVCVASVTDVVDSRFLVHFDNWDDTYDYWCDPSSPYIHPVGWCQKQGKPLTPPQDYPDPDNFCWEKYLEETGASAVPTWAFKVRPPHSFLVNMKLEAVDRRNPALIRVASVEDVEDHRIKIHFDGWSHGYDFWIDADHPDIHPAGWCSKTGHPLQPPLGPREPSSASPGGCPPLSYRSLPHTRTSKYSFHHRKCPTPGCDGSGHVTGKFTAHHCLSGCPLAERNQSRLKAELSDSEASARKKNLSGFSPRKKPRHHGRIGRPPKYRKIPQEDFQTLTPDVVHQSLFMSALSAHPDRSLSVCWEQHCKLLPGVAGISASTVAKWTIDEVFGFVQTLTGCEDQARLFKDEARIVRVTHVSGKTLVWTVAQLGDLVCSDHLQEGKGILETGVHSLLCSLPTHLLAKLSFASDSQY
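Read-out is AlphaScreen signal from streptavidin donor and nickel chelate acceptor beads (10 ug/mL final each) bridging L3MBTL1 (50 nM) and biotinylated K9-monomethylated H3(1-15) peptide (75 nM), after 30 min compound exposure at room temperature.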
Tau fibril FP: blocks human tau fibril formation measured by polarization | P10636 | K18 P301L tau heparin fibrillization, Alexa594 FP, 6 h | Potency, µM (doses to about 57.7 µM), without a hit: top-dose activity, negative = inhibition, most hits filed as inhibitors | 0.39% of 280,000 active; also: nearly all actives have a fitted effect of over 55% in size
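Human K18 P301L fragment (15 uM unlabeled plus 0.24 uM Alexa 594-labeled) in 100 mM sodium acetate pH 7 with compound, aggregation induced by 20 uM heparin for 6 hr at 37 C. ThT (30 uM) added for 1 hr, then Alexa 594 FP read.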
ALDH1A1 inh: ALDH1A1 (human) enzyme inhibition. P00352. Purified ALDH1A1, NADH fluorescence, propionaldehyde substrate. Potency, µM (titrated, usually from 75.3 µM), for the others: at the top dose activity, negative = inhibition, most hits filed as inhibitors. 7.3% of 220,000 active; active = well fitted inhibition curve with a large enough effect, not every such curve was filed as active; inconclusive = small, poorly fitted or top-dose-only effect, or another doubt; inactive = no such curve, though single readings can be large or run the other way;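 also: plate controls were no enzyme wells and a reference inhibitor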
Tau fluor counter: counter-screen for tau fibril formation inhibitors. tau K18 P301L (four-repeat tau fragment) Alexa594 fluorescence, heparin fibrillization. Potency, µM (top dose mostly 57.7 µM), for inactives: at the highest dose activity change, negative = decrease. 0.93% of 280,000 active. AID 1463; also: nearly all actives have a fitted effect of over 55% in size
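Human K18 P301L tau (15 uM unlabeled plus 0.24 uM Alexa 594-labeled, final) in 100 mM sodium acetate pH 7 was mixed with compound and 20 uM heparin and incubated 6 hr at 37 C.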
TRb SRC2 PPI: TRbeta-SRC2 interaction inhibition; P10828; TRbeta-SRC2 peptide binding, fluorescence polarization; receptor liganded with 1 µM T3; Potency, µM (highest dose often 106 µM), for inactives: at the top dose activity change, negative = inhibition, actives largely listed as inhibitors; 0.065% of 280,000 active; AID 1469;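 also: plate controls were bound peptide for no effect and peptide without receptor for full effect; nearly all actives have a fitted effect of over 50% in size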
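TRb LBD 0.6 uM + Texas Red SRC2 peptide 20 nM, 1 uM T3, Tris buffer w/ 5% DMSO; compound pinned, 5 h RT; FP read ex 555/em 632; normalized to unbound and bound controls.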
An asterisk follows results filed as active; ? = inconclusive; · = no result given; [ ] = another dose, or the depositor's remark. Unless noted, calls follow the shape of the dose curve; as a rule, active = well fitted curve in the direction sought with a large enough effect; inconclusive = small, poorly fitted or top-dose-only effect, or another doubt; inactive = no such curve, though single readings can be large; an effect the other way counts as inactive or inconclusive. Unless noted, % is scaled to controls: 0 for no effect and ±100 for the full control effect; potency is read from the fitted curve at half-maximal effect.

SMILES	TexasRed fluor	aGal spleen mod	Tau ThT inhib	L3MBTL1 block	Tau fibril FP	ALDH1A1 inh	Tau fluor counter	TRb SRC2 PPI
COc1ccc(Cn2nnnc2C(c2ccccc2Cl)N2CCN(C3CCCC3)CC2)cc1 (stereo unspecified)	-0.7%	-9.9%	-10.8%	-3.1%	6.8%	-8.8%	5.3%	-8.1%
CCOc1ccc(OCC)c(Nc2nc3ccccc3c3nnc(C)n23)c1	-2.1%	·	4.9%	·	?	·	-22.0%	-7.0%
Cc1cc(C)n2[nH]c(=O)c(N=Nc3ccccc3)c2n1	-14.7%	-7.4%	?	·	3.8%	-2.6%	0.5%	-9.8%
CCCCn1c(-c2sccc2C)n[nH]c1=S	-1.2%	4.9%	-6.2%	-12.9%	-3.6%	?	0.4%	5.5%
Cc1c(C#N)c(O)n(CCO)c(=O)c1N=Nc1ccc(S(N)(=O)=O)cc1	-2.3%	-4.5%	12.6µM*	·	0.6%	?	-5.4%	1.9%
[O][C@H]1[C@@H](O)[C@@H](CO)O[C@@H](O[C@@H]2[C@@H]3OC[C@H]2O[C@H](O[C@@H]2[C@@H](O)[C@H](C[C@@H]4[C@@H]5OC[C@H]4O[CH][C@@H]5O)O[C@H](CO)[C@@H]2OS(=O)(=O)O)[C@@H]3OS(=O)(=O)O)[C@@H]1O	3.4%	-5.9%	-3.2%	·	-3.2%	5.9%	-6.6%	-1.9%
CCN(CC)c1ccc(C(=O)NCc2ccc3c(c2)CCN3C(C)=O)cc1	0.0%	·	-5.1%	·	6.8%	·	-3.4%	-0.3%
O=C(Nc1ccc(N2CCOCC2)c(Cl)c1)c1cccc(F)c1	-1.4%	-5.1%	?	·	18.6%	?	-28.8%	-12.2%
Nc1nc(-c2ccc(Cl)cc2)nn1C(=O)c1ccco1	-1.1%	6.5%	-1.9%	11.5%	1.4%	-16.7%	1.8%	4.2%
CCOC(=O)/C=C1\SCC(=O)N1CC(=O)NCCc1ccc(F)cc1	1.4%	-15.7%	2.9%	·	-11.9%	6.4%	-4.7%	1.3%
COC1(NC(=O)c2ccccc2)C(C)=CC(=O)C=C1C	-4.5%	2.8%	-6.6%	·	-5.6%	?	-11.0%	3.1%
Cc1cccc(CN(C(=S)Nc2c(C)cccc2C)c2cccnc2)c1	-2.0%	-3.5%	-9.5%	9.6%	-3.9%	?	-7.7%	-3.7%
COc1cc(NC(=O)c2ccco2)c(OC)cc1NC(=O)Nc1ccc(Cl)cc1	-4.7%	-0.7%	?	-8.8%	12.1%	4.1%	8.91µM*[quencher]	3.3%
Cc1ccc(S(=O)(=O)NCCCOC(=O)Nc2ccncc2)cc1	-3.7%	-1.3%	-16.1%	-1.2%	6.1%	15.8µM*	-6.5%	4.8%
CC1Cc2ccccc2N1S(=O)(=O)c1cccc2nsnc12 (stereo unspecified)	-0.9%	-6.3%	-6.9%	·	-4.9%	-0.2%	-11.5%	-1.2%
CC(C)N(Cc1ccccc1)C(=S)Nc1cccnc1	-2.2%	0.5%	2.3%	7.8%	-2.1%	-4.1%	3.0%	1.7%
Cc1cc(C)c(NC(=O)Cn2nnc3sc4c(c3c2=O)CCC(C(C)(C)C)C4)c(C)c1 (stereo unspecified)	-1.3%	·	-2.0%	·	-4.9%	·	1.7%	-7.2%
NC(=O)[C@@H]1CCCNc2c(I)cc([N+](=O)[O-])cc2C(=O)N[C@@H](CO)C(=O)N[C@@H](Cc2ccc(O)cc2)C(=O)N1	-1.9%	4.2%	?	3.7%	-2.8%	-3.3%	-14.5%	8.3%
O=S(=O)(c1ccc(F)cc1)N1CCN(Cc2ccccc2C(F)(F)F)CC1	-1.1%	3.5%	-11.4%	9.2%	-8.7%	?	-16.0%	-5.8%
CCCCN(C)Cc1c(O)ccc2c(-c3ccccc3)cc(=O)oc12	0.9%	1.0%	-2.4%	17.6%	6.2%	?	-4.1%	5.8%
Clc1nnc2ccc(-c3ccccc3)nn12	-2.9%	4.6%	8.0%	-12.4%	0.7%	-9.4%	7.1%	-1.5%
CC(O)CN(Cc1cccc(Cl)c1)CC(C)O (stereo unspecified)	2.1%	-0.6%	4.1%	·	-4.3%	-7.0%	1.6%	-3.8%
CCOC(=O)c1c(NC(=O)c2cccs2)sc(C)c1CC	-0.3%	1.7%	?	79.8%[activator]	?	-12.7%	-20.8%	-3.2%
O=C(Nc1ccc2c(c1)OCCO2)c1ccccn1	-0.9%	-4.4%	-17.1%	3.6%	1.3%	4.5%	-1.9%	-2.5%
CCOCCCNC(=O)C(NC(=O)c1ccc(=O)[nH]c1)c1ccc(Cl)cc1 (stereo unspecified)	1.9%	-2.1%	12.0%	·	-0.8%	12.3%	3.3%	-17.2%
CCNC(=O)NC(=O)C(C)OC(=O)CCCc1nc2ccccc2s1 (stereo unspecified)	-0.2%	2.7%	-7.8%	·	0.4%	4.4%	-9.4%	-3.5%
O=C(NCCN1CCN(c2ccccc2)CC1)C1CCN(S(=O)(=O)c2cccc3nsnc23)CC1	-0.5%	6.3%	-2.4%	·	-10.4%	1.5%	-1.5%	0.1%
CCN(CC)CCNc1cc(C)nc2c1C(=O)C(=O)C=C2N1CCCCC1	-0.6%	-8.6%	8.91µM*	-10.1%	?	-4.5%	-26.5%	-4.0%
Oc1[nH]c2ccccc2c1N=Nc1ccccc1	-1.3%	-11.5%	?	·	-5.1%	·	?	-2.4%
O=C(NC(=S)Nc1ccc(N2CCCCC2)cc1)c1cccs1	-2.3%	-0.6%	12.6µM*	?	?	22.4µM*	15.8µM*[quencher]	-1.9%
CC1(C)C(=O)C2(CCCCC2)C(=O)OC1c1cccn1-c1ccc([N+](=O)[O-])cc1 (stereo unspecified)	5.9%	-0.1%	-8.2%	3.4%	0.2%	5.0%	-10.1%	1.9%
O=C(N/N=C/C=C/c1ccc2c(c1)OCO2)C(O)c1ccccc1 (stereo unspecified)	-2.4%	-4.1%	·	·	-5.8%	·	-17.2%	-6.1%
O=C1CN(C(=O)COC(=O)C23CC4CC(CC(O)(C4)C2)C3)c2ccccc2N1	0.0%	25.8%	0.7%	-6.6%[11.4 µM]	3.1%	-0.3%	10.5%	8.6%
CC(CCC(=O)O)(c1ccc(O)cc1)c1ccc(O)cc1	-3.7%[201 µM]	0.0%	·	-1.9%	·	16.9%[13.5 µM]	·	-6.8%[201 µM]
CCNC(=S)NCc1ccc2c(c1)OCO2	-7.7%	4.2%	-1.5%	-2.1%	-2.4%	3.6%	-9.4%	-1.4%
CN1CCCN=C1/C=C\c1cccs1	1.1%[53 µM]	1.1%[29.1 µM]	·	·	·	5.2%[20.9 µM]	·	-3.9%[53 µM]
CN(C)CCOc1nc(-c2ccccc2)nc2c1oc1ccccc12	-6.4%	5.8%	5.4%	-1.8%	?	-0.2%	-18.3%	1.8%
O=C(NCc1ccc(Cl)cc1)c1ccc(CSCc2cccc(Cl)c2)o1	?	·	-15.6%	·	-11.3%	·	-21.1%	-11.6%
COCCn1c(=O)[nH]c2cc(C(=O)N3CCN(c4ccc(F)cc4)CC3)ccc2c1=O	-2.2%	·	-0.1%	·	-2.7%	·	-4.1%	-2.4%
CC1CN(C(=O)c2cn3ccccc3n2)CC(C)O1 (stereo unspecified)	-1.3%	0.3%	5.9%	1.5%	5.7%	-0.3%	12.2%	-7.0%
CCCCNC(=O)c1nnn(-c2ccccc2)c1N	0.0%	8.3%	1.0%	6.6%	8.1%	3.9%	6.6%	-10.0%
CC(=O)c1cc(-c2ccccc2)n(CC(=O)Nc2cccc(C)c2C)c1C	-3.1%	-12.5%	-0.2%	-8.0%	3.9%	-8.1%	8.9%	5.0%
CCOc1ccc(C(=O)Nc2ccc(NC(=O)c3ccco3)c(Cl)c2)cc1Br	-1.4%	0.5%	?	-2.4%	-4.6%	?	-21.3%	2.6%
C#CCn1c(=NC(=O)c2cc(-c3cccs3)nc3ccccc23)sc2cc(S(N)(=O)=O)ccc21	1.1%	17.3%	-15.6%	13.6%	?	?	?	-6.0%
CCOc1ccc(-c2cc3nc(C4CCN(C(=O)OC(C)(C)C)CC4)c(C(=O)Nc4cccc(CC)c4)cn3n2)cc1	-1.5%	·	-6.4%	·	-7.9%	·	-7.6%	-5.2%
Cc1ccc(Nc2nc(-c3ccc(C)cc3)c(CC(=O)O)s2)cc1	-1.5%	1.1%	?	-7.2%	-0.5%	?	?	3.8%
CC(=O)Nc1ccc(N2C(=O)CSC2c2ccccc2[N+](=O)[O-])cc1 (stereo unspecified)	-1.1%	-7.0%	-3.8%	·	5.8%	-15.1%	-4.1%	0.5%
CCOC(=O)CSc1nc(-c2ccccn2)ncc1OC	-0.8%	-2.1%	-7.6%	22.4µM*	-0.7%	5.5%	-3.6%	6.9%

5 entries drawn at random from the list so far:
SMILES	TexasRed fluor	aGal spleen mod	Tau ThT inhib	L3MBTL1 block	Tau fibril FP	ALDH1A1 inh	Tau fluor counter	TRb SRC2 PPI
CCNC(=O)NC(=O)C(C)OC(=O)CCCc1nc2ccccc2s1 (stereo unspecified)	-0.2%	2.7%	-7.8%	·	0.4%	4.4%	-9.4%	-3.5%
CCOc1ccc(OCC)c(Nc2nc3ccccc3c3nnc(C)n23)c1	-2.1%	·	4.9%	·	?	·	-22.0%	-7.0%
CCOCCCNC(=O)C(NC(=O)c1ccc(=O)[nH]c1)c1ccc(Cl)cc1 (stereo unspecified)	1.9%	-2.1%	12.0%	·	-0.8%	12.3%	3.3%	-17.2%
O=C(NC(=S)Nc1ccc(N2CCCCC2)cc1)c1cccs1	-2.3%	-0.6%	12.6µM*	?	?	22.4µM*	15.8µM*[quencher]	-1.9%
Cc1c(C#N)c(O)n(CCO)c(=O)c1N=Nc1ccc(S(N)(=O)=O)cc1	-2.3%	-4.5%	12.6µM*	·	0.6%	?	-5.4%	1.9%

Bioassay records as filed in PubChem BioAssay.
